Source: PubChem
Diaph act CS: diaphorase activation or chemical reduction counter-screen. activation factor at 20 µM. 190,000 tested, 0.005% active. Diaphorase/resazurin coupled assay, resorufin fluorescence, 16 min; stronger effect = higher value; 1 = vehicle wells, 0 = NADH-free wells;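 active = diaphorase activity raised at least twofold by the compound at 20 µM; inactive = activation factor below 2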
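Test system: Clostridium kluyveri diaphorase, purified enzyme; input: enzyme 0.07 U/mL final; buffer or medium: 50 mM HEPES pH 7.4 with 4.542 mM MgCl2, 0.005% Tween 20; also added: 0.114 mM NADH and 0.1 mM resazurin, final amounts; schedule: 16 min enzyme reaction, ambient temperature; technique: fluorescence of resorufin, 544 nm excitation, 590 nm emission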
PMI act satM6P: increases human PMI activity with near-saturating mannose 6-phosphate; activation factor at 20 µM; AID 1216; P34949; 190,000 tested, 0.34% active; coupled PMI enzyme assay, resazurin fluorescence, 20 min; stronger effect = higher value; 1 = untreated enzyme, 0 = substrate-free blank;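 active = activation factor of 2 or more at 20 µM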
Target sequence (P34949 whole entry, looked up): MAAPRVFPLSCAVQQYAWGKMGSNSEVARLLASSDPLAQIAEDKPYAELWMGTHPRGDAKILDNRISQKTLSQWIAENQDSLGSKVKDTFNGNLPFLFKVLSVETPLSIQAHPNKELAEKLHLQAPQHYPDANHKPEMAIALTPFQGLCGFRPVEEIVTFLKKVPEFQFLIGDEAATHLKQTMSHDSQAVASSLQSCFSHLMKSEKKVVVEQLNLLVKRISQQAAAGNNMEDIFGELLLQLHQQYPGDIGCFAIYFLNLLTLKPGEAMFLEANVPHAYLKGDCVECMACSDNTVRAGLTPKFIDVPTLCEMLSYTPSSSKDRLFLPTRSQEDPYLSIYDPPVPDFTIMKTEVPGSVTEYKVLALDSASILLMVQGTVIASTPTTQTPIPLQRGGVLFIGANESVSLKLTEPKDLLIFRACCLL
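test system = human PMI in coupled enzyme assay | medium = HEPES-buffered pH 7.4 with magnesium and detergent | also added = 1.0 mM mannose-6-phosphate substrate with 0.22 mM NADP+ | compound = 20 µM single dose | times = 20 min incubation at room temperature | measured by = resorufin fluorescence (Ex 544/Em 590 nm) from resazurin via diaphorase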
Diaph inh CS: counter-screen for diaphorase-based assays: diaphorase inhibitors and chemical oxidizers | 190,000 tested, 0.69% active | inhibition, % at 20 µM | AID 1217 | diaphorase resazurin-to-resorufin fluorescence, NADH, 16 min; bacterial (C. kluyveri) enzyme, not human;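 active = primary screen inhibition at 20 µM above a set limit, cut at about 50% in these data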;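 also: plate controls were DMSO with full reaction for no effect and wells lacking NADH for full effect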
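Assay system: diaphorase enzyme from Clostridium kluyveri; Input: enzyme working solution with 0.14 U/mL diaphorase; Timing: 16 min at room temperature; Technique: resorufin fluorescence, excitation 544 nm, emission 590 nm; Benchmarks: positive control minus NADH, DMSO neutral control.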
L major viab: Leishmania major promastigote growth inhibition; Leishmania major promastigotes, resazurin fluorescence viability; 200,000 tested, 9% active; AID 1063; inhibition, % at 10 µM; in the data active = inhibition above about 50%;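 also: promastigotes grown with compound for 44 hours at 28 °C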
bIAP inh: intestinal alkaline phosphatase (bovine) inhibition. purified bovine IAP, CDP-star luminescence, 30 min. inhibition, % at 20 µM. 190,000 tested, under 10 active;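 active = over 50% inhibition of intestinal alkaline phosphatase at 20 µM in the single-dose screen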
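Incubation: 30 min reaction at room temperature / Material: purified bovine intestinal alkaline phosphatase (IAP) enzyme / Input: enzyme at 1/65,000,000 dilution / Dosing: 20 µM single dose / Signal: CDP-star luminescence signal / Reagent: CDP-star chemiluminescent phosphatase substrate, 30 µM final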
TNAP inh no acc: inhibitors of human TNAP without phosphate acceptor. P05186. purified TNAP, CDP-star luminescence, 30 min. inhibition, % at 20 µM. 200,000 tested, 0.26% active. AID 1012;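 active = tissue-nonspecific alkaline phosphatase inhibition above about 50% at 20 µM in the single-dose screen, limit read from the data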;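 also: 0% = DMSO negative control and 100% = EDTA positive control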
Target sequence (P05186 whole entry, looked up): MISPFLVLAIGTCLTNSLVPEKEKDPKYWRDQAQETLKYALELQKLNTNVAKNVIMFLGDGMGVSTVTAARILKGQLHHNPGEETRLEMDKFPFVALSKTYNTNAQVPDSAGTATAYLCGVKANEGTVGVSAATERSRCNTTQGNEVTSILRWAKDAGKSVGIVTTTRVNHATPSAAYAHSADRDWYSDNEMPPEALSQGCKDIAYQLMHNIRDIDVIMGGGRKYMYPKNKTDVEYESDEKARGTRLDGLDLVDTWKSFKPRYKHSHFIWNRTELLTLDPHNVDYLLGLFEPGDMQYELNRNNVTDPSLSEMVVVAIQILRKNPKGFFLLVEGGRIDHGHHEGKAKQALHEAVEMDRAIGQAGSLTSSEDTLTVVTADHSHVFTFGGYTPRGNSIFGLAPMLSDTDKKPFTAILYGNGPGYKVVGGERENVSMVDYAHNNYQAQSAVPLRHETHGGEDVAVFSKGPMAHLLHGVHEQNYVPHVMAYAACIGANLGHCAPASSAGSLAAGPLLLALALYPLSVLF
TNAP act hi DEA: activators of human TNAP at high phosphate acceptor concentration. purified TNAP, CDP-star luminescence, 1 M DEA, 30 min; stronger effect = higher value; 0 = EDTA background, 1 = DMSO-only activity. P05186. 200,000 tested, under 10 active. activation factor at 20 µM;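 active = activation factor at least 2 at 20 µM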
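Measured by: Luminescent substrate turnover signal | Test system: Human TNAP | Input: TNAP 1/800 final | Dosing: 20 µM single point | Schedule: 30 min, room temperature | Controls: EDTA wells as negative control, DMSO wells as positive control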
PMI act: activators of human phosphomannose isomerase; P34949; purified human PMI, coupled resazurin fluorescence, 20 min; stronger effect = higher value; 1 = vehicle control, 0 substrate-free wells; activation factor at 20 µM; 190,000 tested, 0.005% active;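 active = activation factor of 2 or more at 20 µM, relative to plate controls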
TNAP inh hi DEA: blocks human TNAP under high phosphate acceptor concentration; P05186; purified TNAP, CDP-star luminescence, 1 M DEA; inhibition, % at 20 µM; 200,000 tested, 0.03% active; AID 1135;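 active = over 50% inhibition of tissue-nonspecific alkaline phosphatase at 20 µM in the single-dose screen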;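 also: plate controls were DMSO wells for no effect and EDTA-quenched wells as full inhibition for full effect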
bIAP activator: intestinal alkaline phosphatase (bovine) activation. purified bovine IAP, CDP-star luminescence, 30 min; stronger effect = higher value; fold of DMSO-control signal, blank-subtracted. activation factor at 20 µM. 200,000 tested, 0.17% active. AID 1016;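 active = activation factor of 2 or more at 20 µM, a signal rise over negative controls twice the positive control's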
* = called active by the depositor; x = no result given.

SMILES	Diaph act CS	PMI act satM6P	Diaph inh CS	L major viab	bIAP inh	TNAP inh no acc	TNAP act hi DEA	PMI act	TNAP inh hi DEA	bIAP activator
CNc1c(N)n(Cc2ccccc2)c(=O)[nH]c1=O	1.1	1.1	-8	-3	-7	-3	1	1.1	-4	1.1
CCOc1ccc(-n2ccnc2SCC(=O)Nc2nnc(CC)s2)cc1	1	1.1	3	-9	-5	1	1.1	1.1	-5	1.1
NS(=O)(=O)c1ccc(CCNC(=O)C2CCCCN2S(=O)(=O)c2ccccc2)cc1 (centres undefined)	0.9	0.9	6	-4	11	-2	0.9	1	5	0.9
CC1CCCC(NC(=O)COC(=O)CCC2CCCC2)C1C (centres undefined)	1	1.1	-4	0	-1	-7	1.1	1	-6	1
CCc1nc(SCC(=O)Nc2ccnc3ccccc23)n[nH]1	0.9	1	13	1	3	8	1	1	-3	1
N/C(=N\O)c1ccccc1N1CCCCC1	0.8	0.8	24	-1	13	-5	1	0.8	-2	0.9
CCOC(=O)c1[nH]c(COC(=O)CCCOc2ccccc2)c(C(=O)OCC)c1C	0.9	1	7	x	-7	-9	1.1	0.9	-7	1.1
Cc1ccccc1NC(=O)c1cccc(NC(=O)CCC(=O)O)c1	x	x	x	-6	-6	-9	1	x	-2	1.1
CC(=O)N1CCCc2cc(S(=O)(=O)N3CCN(C4CCCCC4)CC3)ccc21	1.1	1	-6	8	-13	-7	1	1	-4	1.1
CCCC(=O)C1=C(O)C(C(=O)OC)C(C)(C)CC1=NC(C)C (centres undefined)	1	1.2	3	-5	12	-9	1.1	1.1	-5	0.9
CCOc1ccc(C(=O)Nc2cccc3nsnc23)cc1[N+](=O)[O-]	1	1.1	-3	-2	6	-6	1.1	1.1	-6	0.9
CCN1C(=C2C(=O)c3ccccc3C2=O)C=Cc2ccccc21	0.9	0.9	8	27	29	11	0.9	0.9	15	0.7
CN(C)/C=N/c1nc(-c2ccc3c(c2)OCO3)cs1	0.9	0.9	7	-6	-10	-5	1	0.9	-2	1.1
CCN(CC)C(=S)Nc1cc(C(=O)OC)ccc1C(=O)OC	0.8	0.9	17	-5	8	-10	1	0.9	-3	0.9
O=C1c2ccccc2C(Nc2ccc3c(c2)OCO3)N1Cc1ccc2c(c1)OCO2 (centres undefined)	0.7	0.8	34	24	14	-7	1	0.6	-1	0.9
COc1ccc(OC)c(N2C(=O)[C@@H]3C(c4ccccc4Cl)=NO[C@@H]3C2=O)c1	0.6	0.7	36	-9	4	-4	1	0.8	-3	1
COc1ccccc1NC(=O)CC1C(=O)NCCN1C(=O)Nc1ccccc1 (centres undefined)	0.9	1	8	-2	7	-6	1	1	0	0.9
C#CCOCCOCCOCCNc1nc(N2CCN(C(=O)[C@H](CCC(=O)O)n3cc(C(N)CC(C)C)nn3)CC2)nc(N2CCN(C(=O)[C@H](Cc3ccc(O)cc3)n3cc(C(N)[C@H](C)CC)nn3)CC2)n1 (some centres undefined)	0.6	1.1	45	-7	-23	-11	1.1	0.8	-7	1.2
Cc1ccccc1NC(=S)N1CCCN(Cc2ccc(F)cc2)C1	1.1	1.1	-9	86*	11	-13	1	1.1	-4	0.9
Cc1cc(C)c(C)c(/C=C(/C#N)C(N)=S)c1C	0.9	0.9	6	-2	7	-26	1	0.8	2	0.9
CC1(C)C(=O)OC(c2cccs2)C2(CCCCC2)C1=O (centres undefined)	0.9	1.1	6	-2	4	-21	1	1	-2	1
COc1ccc(-n2nc(C(=O)Nc3ccc4c(c3)OCO4)c3c4ccccc4n(C)c3c2=O)cc1	0.8	0.9	17	12	7	-11	1	0.9	-4	0.9
COC(=O)c1cccc(-c2ccc(/C=N/N3C(=O)C4C5C=CC(C6CC56)C4C3=O)o2)c1 (centres undefined)	0.8	0.8	19	-3	-15	-2	1	0.9	-3	1.1
O=C(N/N=C/c1c(Cl)cccc1Cl)c1n[nH]c2c1CCCC2	1.1	1.1	-6	36	-11	-54	1	1	-4	1.1
CCCN1C(=O)CN(C2CCCCCC2)C(=O)C1c1ccc(C)cc1 (centres undefined)	0.9	1	14	-4	3	-1	1	1.1	-2	1
CCC(C)/C=C/C1=CC2=C(Cl)C(=O)C3(C)OC(=O)C(C(=O)C(C)C(C)O)C3C2=CO1 (centres undefined)	1	1.1	2	-13	2	-1	1	1.2	-1	1
COc1ccc(CCNC2CC(=O)N(N(C)C)C2=O)cc1OC (centres undefined)	1	1	3	-3	-8	-8	1	0.9	-2	1.1
CCc1c(C)c(C#N)c2nc3ccccc3n2c1-n1nc(C)cc1C	0.9	1	14	0	-4	-19	1	0.8	3	1
Cc1ccc(SCC(=O)NCCN2C(=O)CSC2=O)cc1C	1	1	0	1	5	-15	1.1	1	-9	0.9
C#CCSc1nccc(-c2nn(-c3ccc(C)cc3)ccc2=O)n1	0.9	1.7	9	23	-1	1	1	1.6	5	1

Some of these compounds in order of their number in TNAP inh no acc, largest number first:
molecule	TNAP inh no acc
CCCC(=O)C1=C(O)C(C(=O)OC)C(C)(C)CC1=NC(C)C (centres undefined)	-9
CCN(CC)C(=S)Nc1cc(C(=O)OC)ccc1C(=O)OC	-10
C#CCOCCOCCOCCNc1nc(N2CCN(C(=O)[C@H](CCC(=O)O)n3cc(C(N)CC(C)C)nn3)CC2)nc(N2CCN(C(=O)[C@H](Cc3ccc(O)cc3)n3cc(C(N)[C@H](C)CC)nn3)CC2)n1 (some centres undefined)	-11
Cc1ccccc1NC(=S)N1CCCN(Cc2ccc(F)cc2)C1	-13

The listing picks up, repeating the two entries before the break.
SMILES	Diaph act CS	PMI act satM6P	Diaph inh CS	L major viab	bIAP inh	TNAP inh no acc	TNAP act hi DEA	PMI act	TNAP inh hi DEA	bIAP activator
Cc1ccc(SCC(=O)NCCN2C(=O)CSC2=O)cc1C	1	1	0	1	5	-15	1.1	1	-9	0.9
C#CCSc1nccc(-c2nn(-c3ccc(C)cc3)ccc2=O)n1	0.9	1.7	9	23	-1	1	1	1.6	5	1
CCOC(=O)/C(=C/C=C1\Sc2cc(OCC)c(OCC)cc2N1CC)C(C)=O	0.9	0.6	8	68*	29	41	0.6	0.8	39	0.7
Cc1cc(NC(=O)CSc2ccc3nnc(-c4ccccc4)n3n2)no1	0.9	0.9	10	8	2	-8	1	0.9	3	1
Cc1ccc(NS(=O)(=O)c2cc(C(=O)O)ccc2Cl)cc1	0.8	1	19	2	16	-6	1	1	-4	0.8
COC(=O)C1=C(C)Nc2ccc(C)cc2S1	0.7	0.9	28	-1	24	11	0.9	0.9	8	0.8
Cc1cc(C(=O)OCC(=O)Nc2c(F)cccc2F)c(C)n1-c1ccccc1	1	0.8	4	11	-2	-18	1.1	0.9	-13	1
O=C(c1ccccc1)C1CCc2occc2C1=O (centres undefined)	0.9	0.9	12	-3	3	-8	1	0.9	0	1
C/C(=N\Nc1cccc2cccnc12)c1ccccn1	1.1	1.4	-6	51*	-17	-70	1	1.6	1	1.2
Cc1cccc(Oc2ncc(-c3ccc(Cl)cc3)cn2)c1	0.9	1.1	13	-4	1	-4	1	1.1	3	1
CC(C)CC1CC(C)(c2csc(NNC(=O)c3ccccc3)n2)OC1=O (centres undefined)	1	1	3	3	-40	-114	1	1	4	1.4
COc1ccc(CC(=O)Nc2cc(NC(=O)Cc3ccc(OC)c(OC)c3)cc(C(=O)O)c2)cc1OC	0.8	0.9	15	-8	-27	-5	1.1	0.9	-6	1.3
CSc1ccc(/C=N\NC(=O)COc2ccc(Cl)cc2Br)cc1	0.9	0.9	11	-9	39	-7	1.1	0.8	-6	0.6
O=C(N/N=C/c1ccncc1)c1ccccc1	0.9	1	7	-6	1	-11	1	1.1	-3	1
CCCn1c(SCC(=O)NC(C)C23CC4CC(CC(C4)C2)C3)n[nH]c1=O (centres undefined)	0.9	1	14	-2	4	-4	1	1	-4	1
CCOC(=O)c1ccccc1NC(=O)CSc1nnc(Cc2cccn2C)n1-c1ccc(C)cc1	0.8	1	20	25	-1	-12	1.1	0.9	-6	1
COCCNC(=O)C1=NOC(Cn2cc(C#N)c(=O)n(C)c2=O)C1 (centres undefined)	1	0.9	5	-7	-10	-5	1	1	-2	1.1
Cc1ccccc1-c1noc(CCC(=O)NCC2CCCO2)n1 (centres undefined)	0.9	1	14	-4	11	-10	1	0.9	-5	0.9
CN1CCN(c2oc(-c3cccs3)nc2S(=O)(=O)c2ccccc2)CC1	0.8	0.9	22	4	-6	-11	1.1	0.9	-9	1.1
CCOc1ccc(N2C(=O)CCC2=O)cc1	0.9	0.9	9	-7	3	-2	1	0.9	-3	1
COc1cccc(/C=N/NC(=O)c2[nH]c(C)c(C(=O)N/N=C/c3cccc(OC)c3)c2C)c1	0.9	0.8	14	8	13	-18	1	0.8	5	0.9
CCC(=O)N1CCc2cc(S(=O)(=O)NC(C(=O)NC3CCCc4ccccc43)C(C)C)ccc21 (centres undefined)	0.9	0.9	10	2	9	-17	1	0.8	-5	0.9
Cc1ccccc1-n1c(=O)cc(NCC2CCCO2)[nH]c1=O (centres undefined)	0.9	0.9	7	-9	6	-7	1	0.9	4	0.9
Cc1ccc(CNC(=O)CN(C2CCCCC2)S(C)(=O)=O)cc1	0.9	1	7	-4	2	-4	1	1	-1	1
Cc1nc2ncnn2c(N2CCCC(C(=O)Nc3ccc4c(c3)CCC4)C2)c1C (centres undefined)	0.9	1	6	9	-59	-10	1.1	1.1	-7	1.6
CC(=O)Nc1ccc(S(=O)(=O)N(C)CC(=O)N/N=C/c2cccc(O)c2)cc1	1.1	1.1	-8	-5	6	-6	1	1	-2	0.9
CCN1CCN(S(=O)(=O)c2ccc(C)c([N+](=O)[O-])c2)CC1	1.1	1.1	-6	1	2	-6	1	1	3	1
O=C(Nn1c(-c2ccccc2)nc2ccccc2c1=O)c1ccco1	0.9	1	10	-4	2	-11	1	1	-4	1
CCOC(=O)c1sc2nccc(N(C)C)c2c1N=CNOCc1c(F)cccc1Cl	0.8	0.9	22	9	3	4	1	0.9	-4	1
CCOC(=O)C1CCN(S(=O)(=O)c2ccc(C(C)(C)C)cc2)CC1	0.9	0.9	13	-6	-1	-12	1	0.9	-5	1
O=C(NCc1ccc(F)cc1)C1CCN(S(=O)(=O)N2CCCCC2)CC1	0.8	0.9	18	7	-18	-9	1	0.9	-1	1.2
